TRHR enhancer: TRH receptor (human) allosteric enhancement; P34981; TRHR cells, fluo-8 calcium fluorescence, EC20 TRH enhancement; enhancement, % at 2 µM; 0.66% of 360,000 active; in the data active = enhancement above about 30%; also: 0% is about no effect
Target sequence (P34981 whole entry, looked up): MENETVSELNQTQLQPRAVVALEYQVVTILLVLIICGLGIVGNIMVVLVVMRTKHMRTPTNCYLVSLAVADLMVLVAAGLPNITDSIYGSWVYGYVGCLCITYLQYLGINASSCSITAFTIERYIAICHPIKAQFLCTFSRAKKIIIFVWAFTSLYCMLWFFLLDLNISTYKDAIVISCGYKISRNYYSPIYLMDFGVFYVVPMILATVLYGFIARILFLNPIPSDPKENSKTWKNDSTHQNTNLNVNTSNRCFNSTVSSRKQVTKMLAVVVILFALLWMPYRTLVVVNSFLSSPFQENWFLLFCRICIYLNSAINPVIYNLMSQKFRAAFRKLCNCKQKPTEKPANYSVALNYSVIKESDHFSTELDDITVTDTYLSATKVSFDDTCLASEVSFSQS
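TRHR-expressing cells loaded with fluo-8 calcium dye were read kinetically (ex 480/em 530) during compound addition, then stimulated with an EC20 of TRH (10 nM final). Enhancement of the Gq-mediated intracellular calcium response was scored.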
TRHR ag: TRH receptor (human) agonism; P34981; TRHR cells, calcium flux fluo-8, FDSS agonist mode; activation, % at 2 µM; 0.18% of 360,000 active; also: 0% is about no effect
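TRHR-expressing cells, plated overnight in medium with 10% serum, were loaded with fluo-8 calcium dye at room temperature. After a 10 s baseline, library compound was pin-added and calcium release was recorded kinetically (ex 480/em 530) as agonist response.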
D2 potentiator: D2 dopamine receptor (human) potentiation; P14416; HEK293 T-REx D2, calcium flux, EC20 dopamine potentiation; potentiation, % at 10 µM; 0.34% of 340,000 active; AID 485347;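 active = potentiation over 3 SD above the plate norm, cut at about 30% in these data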; also: 0% is about no effect
Target sequence (P14416 whole entry, looked up): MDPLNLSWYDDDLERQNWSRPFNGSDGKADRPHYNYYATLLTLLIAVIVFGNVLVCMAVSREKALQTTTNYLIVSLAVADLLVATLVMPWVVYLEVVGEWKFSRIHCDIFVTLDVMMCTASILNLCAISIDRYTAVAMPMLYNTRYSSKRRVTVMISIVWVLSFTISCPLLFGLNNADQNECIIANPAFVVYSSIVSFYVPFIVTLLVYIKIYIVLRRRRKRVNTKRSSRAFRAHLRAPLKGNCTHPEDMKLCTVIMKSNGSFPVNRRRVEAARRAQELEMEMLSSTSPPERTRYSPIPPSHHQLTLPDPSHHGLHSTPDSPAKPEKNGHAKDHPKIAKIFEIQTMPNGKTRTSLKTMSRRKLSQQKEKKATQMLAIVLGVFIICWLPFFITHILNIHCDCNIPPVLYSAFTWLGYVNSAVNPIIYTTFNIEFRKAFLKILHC
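Potentiation of an EC20 dopamine calcium response measured kinetically over 180 s, after a preceding 180 s compound-only read flagging agonists. Cells: inducible Hek293 Trex D2 line, 4000/well, cultured overnight at 30 C before dye loading.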
D2 antagonist: antagonizes the human D2 dopamine receptor. HEK293 TREx D2 cells, calcium flux, dopamine EC80. inhibition, % at 10 µM. 2% of 340,000 active. AID 485344. P14416; in the data active = inhibition above about 30%; also: 0% is about no effect
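Read-out: kinetic calcium fluorescence (1 cycle/s) in inducible HEK293 T-REx D2 cells after an EC80 dopamine addition that followed 180 s compound preincubation. Loss of the dopamine response indicates antagonism.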
D1 agonist: activates the human D1 dopamine receptor; 1% of 360,000 active; activation, % at 2 µM; P21728; HEK293 T-REx D1 cells, calcium flux, agonist mode; also: 0% is about no effect
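Agonism was scored from calcium flux recorded over 180 s (1 read/s) after pintool compound addition, following a 10-cycle baseline. Cells were inducible force-coupled HEK293 TREx D1, plated overnight at 30 C and loaded with no-wash calcium dye.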
D1 PAM: human D1 dopamine receptor positive modulation | P21728 | potentiation, % at 10 µM | HEK293 TREx D1 cells, calcium flux, dopamine EC20 potentiation | 0.036% of 360,000 active; in the data active = potentiation above about 30%; also: 0% is about no effect
RXFP1 antagonist: RXFP1 (human) relaxin receptor antagonism | Q9HBX9 | HEK293-RXFP1, relaxin-stimulated cAMP HTRF, 30 min; stronger effect = lower value | activity change, negative = inhibition, % at 57.5 µM | 0.59% of 350,000 active | AID 1259400;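 active = activity change of -60% or lower, but not beyond a set lower limit; inconclusive = change between -60% and -40%, or beyond the set limit; inactive = change above -40%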; also: % is scaled to controls: 0 for no effect and ±100 for the full control effect
D1 antag: human D1 dopamine receptor antagonism | P21728 | HEK293 TREx D1 cells, calcium flux, dopamine EC80; stronger effect = lower value | activity change, negative = inhibition, % at 10 µM | 3.2% of 360,000 active | AID 504652; in the data active = activity change below about -30%; also: % is scaled to controls: 0 for no effect and ±100 for the full control effect
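Inducible Hek293 Trex D1 cells (tetracycline, overnight, 30 C). Calcium dye 30–90 min RT. Antagonist mode: EC80 dopamine added after 180 s compound read.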
D2 ag: agonists of human D2 dopamine receptor | HEK293 T-REx D2 cells, calcium flux agonist mode | activation, % at 2 µM | 0.53% of 340,000 active | AID 485358;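 active = activation over 3 SD above normal in the single-dose calcium agonist read, cut at about 30% in these data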; also: 0% is about no effect
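Agonism is scored from calcium flux in a force-coupled, inducible HEK293 cell line expressing D2, read kinetically for 180 s after compound addition against dopamine controls.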
Starred values were filed as active, the others as inactive; u = inconclusive; x = not tested or not shown; & = joins results of further samples. Rule as the data show it, unless noted: active = activation above about 30%; inactive = the rest.

1	CCCN1Cc2cccc(C(=O)NC(C)c3cccs3)c2C1=O (centres undefined)
2	CCOc1cccc(C(=O)Nc2ccc(-c3nc4ncccc4o3)cc2C)c1
3	O=C(CCc1nc(-c2ccccc2)no1)NC1CCCCC1
4	O=C(O)Cc1ccc(NCc2ccccc2Cl)cc1
5	CCC1CCCCN1CCCNC(=O)CN1C(=O)CSc2ccc(S(=O)(=O)N3CCOCC3)cc21 (centres undefined)
assay / entry	1	2	3	4	5
TRHR enhancer	-1	1	-6	-4	2&-1
TRHR ag	-0.5	-0.8	-0.4	0.7	0.3&-0.1
D2 potentiator	0	1	-6	x	-6&1
D2 antagonist	4	x	-5	x	0
D1 agonist	2	3	0	1	0&-2
D1 PAM	1	7	0	8	-1&0
RXFP1 antagonist	7	u	-5	-3	14&5
D1 antag	-13	-1	x	5	-1&9
D2 ag	2.1	0.7	-0.4	x	0.7&-1.0

6	CCN(CC)CCCNc1oc(/C=C/c2ccccc2)nc1C#N
7	CCOC(=O)C(C)(C)C(=O)C(C)(C)C(O)c1ccccn1 (centres undefined)
8	O=C(CSc1nc2ccccc2n1Cc1ccc(Cl)cc1)N/N=C/c1ccc(C(=O)O)cc1
9	O=C(O)c1cc(Cl)c(Cl)cc1C(=O)Nc1cccc2cccnc12
10	c1ccc(OCCOc2ncnc3sccc23)cc1
assay / entry	6	7	8	9	10
TRHR enhancer	0	-2	-5	-6	-1
TRHR ag	-0.5	0.6	0.8	0.5	-0.3
D2 potentiator	10	4	1	-8	-10
D2 antagonist	x	2	-2	-1	5
D1 agonist	8	1	2	2	4
D1 PAM	5	-3	-3	-7	4
RXFP1 antagonist	4	2	4	-2	-2
D1 antag	10	3	-2	0	9
D2 ag	x	1.4	-4.2	-0.6	2.4

11	COc1ccc(S(=O)(=O)NCc2ccccc2Cl)cc1OC
12	O=C1NC2=C(C(=O)CCC2)C(c2cccc([N+](=O)[O-])c2)N1 (centres undefined)
13	Cc1ccc(CNC(=O)c2ccc(CS(=O)Cc3cccc(Cl)c3)o2)cc1 (centres undefined)
14	COc1ccc(-c2nc(N)sc2C2(O)C(=O)Nc3c(Br)cc(F)cc32)cc1OC (centres undefined)
15	O=C(/C=C/c1ccccc1)OCc1cncs1
assay / entry	11	12	13	14	15
TRHR enhancer	-1	8	-4&-5	-6	14
TRHR ag	-0.2	0.8	0.8&-1.6	0.4	-0.1
D2 potentiator	0	-3	-7&-2	-1	4
D2 antagonist	-5	-7	13	-16	5
D1 agonist	3	3	3&0	2	7
D1 PAM	-3	-5	-4&-4	-3	-9
RXFP1 antagonist	-2	10	-1&0	-22	-9
D1 antag	-8	4	-8&3	-14	-26
D2 ag	-0.5	1.5	0.9&0.2	1.0	0.0

16	CSc1ccc(CN2CCC(CO)(CCOc3ccccc3)CC2)cc1
17	Cn1ncc(Cl)c1C(=O)Nc1cccc(Cl)c1
18	Cn1c(=O)c2c(nc(SCCCC#N)n2Cc2ccccc2F)n(C)c1=O
19	COc1ccc(-c2nn(-c3ccccc3)cc2/C=N/Nc2ccc(Cl)c(C(=O)O)c2)cc1OC
20	C=CCNC(=O)c1ccccc1NC(=O)COc1ccc(OC)cc1
assay / entry	16	17	18	19	20
TRHR enhancer	0	7	2	1	-2
TRHR ag	1.9	-0.5	-0.1	-0.6	-0.3
D2 potentiator	-18	1	10	16	-1
D2 antagonist	51*	0	3	2	-1
D1 agonist	41*	0	2	0	1
D1 PAM	-8	-7	2	8	-6
RXFP1 antagonist	-11	2	-7	-2	4
D1 antag	5	2	7	4	-18
D2 ag	1.1	-1.2	-2.6	-1.1	0.0

21	CCCCN(CC)Cc1ccc(CNC(=O)Nc2ccccc2)o1
22	CC1CN(S(=O)(=O)c2cccc(C(=O)N(CCc3ccccc3)Cc3ccccc3)c2)CC(C)O1 (centres undefined)
23	Cc1ccc(S(=O)(=O)N2CCN(C(=O)C(Cc3ccccc3)NC(=O)c3ccccc3)CC2)cc1 (centres undefined)
24	CCOC(=O)c1c(C)[nH]c(C(=O)OCC(=O)N2CCCC2=O)c1C
25	CCOC(=O)Cc1csc(NC(=O)c2csc3c2CCCC3)n1
assay / entry	21	22	23	24	25
TRHR enhancer	16	23	-4	0	3
TRHR ag	0.1	-0.3	-0.3	0.2	-0.3
D2 potentiator	-10	10	6	x	0
D2 antagonist	-12	8	-9	x	-9
D1 agonist	2	2	0	6	11
D1 PAM	-1	-2	1	2	-15
RXFP1 antagonist	5	0	2	-2	-11
D1 antag	0	8	12	-2	-19
D2 ag	0.1	-2.4	0.4	x	0.7

26	O=[N+]([O-])c1ccc(S(=O)(=O)Nc2ccc(-c3ccc(N4CCCC4)nn3)cc2)cc1
27	CCOC(=O)c1scc(-c2ccccc2)c1S(=O)(=O)Nc1ccccc1OC
28	O=C(/C=C/c1ccc(S(=O)(=O)N2CCOCC2)cc1)NC(=S)NCCCn1ccnc1
29	CCOC(=O)c1cn(CC(=O)Nc2ccc(C(C)C)cc2)nn1
30	Cc1ccc(Cl)cc1N1CCN(CC(O)COC(C)C)CC1 (centres undefined)
assay / entry	26	27	28	29	30
TRHR enhancer	5	-19	-4	-3	4
TRHR ag	-0.1	0.1	0.6	-0.9	0.0
D2 potentiator	-4	-1	-1	-12	-24
D2 antagonist	0	x	-2	-9	19
D1 agonist	0	4	1	-2	4
D1 PAM	1	-8	-3	1	-2
RXFP1 antagonist	-24	x	-10	8	1
D1 antag	12	2	-6	3	4
D2 ag	-0.4	2.0	3.1	0.0	-0.1

Continued, overlapping the part above by 4 compounds.
27	CCOC(=O)c1scc(-c2ccccc2)c1S(=O)(=O)Nc1ccccc1OC
28	O=C(/C=C/c1ccc(S(=O)(=O)N2CCOCC2)cc1)NC(=S)NCCCn1ccnc1
29	CCOC(=O)c1cn(CC(=O)Nc2ccc(C(C)C)cc2)nn1
30	Cc1ccc(Cl)cc1N1CCN(CC(O)COC(C)C)CC1 (centres undefined)
31	O=C(O)C1CCCN(S(=O)(=O)c2ccc(Cl)s2)C1 (centres undefined)
32	CCOc1ccc(NC(=O)CN(C)C(=O)c2ccc(COc3ccccc3)cc2)cc1OCC
33	Cc1cc(NC(=O)CSc2nc(-c3ccccc3)cs2)no1
34	COc1ccc(C2CC(=O)N(Cc3ccc(F)cc3)c3ccccc3S2)cc1 (centres undefined)
35	CC(=O)Oc1ccc(/C=C(\NC(=O)c2ccco2)C(=O)Nc2ccc(C(C)=O)cc2)cc1
assay / entry	27	28	29	30	31	32	33	34	35
TRHR enhancer	-19	-4	-3	4	1	11	-5	-10	5
TRHR ag	0.1	0.6	-0.9	0.0	0.2	0.7	-1.2	0.3	-0.3
D2 potentiator	-1	-1	-12	-24	7	1	x	1	6
D2 antagonist	x	-2	-9	19	11	-9	-12	x	-25
D1 agonist	4	1	-2	4	-1	5	1	6	1
D1 PAM	-8	-3	1	-2	2	-3	-1	-5	-1
RXFP1 antagonist	x	-10	8	1	x	1	-6	x	-16
D1 antag	2	-6	3	4	13	-1	-2	-22	-7
D2 ag	2.0	3.1	0.0	-0.1	0.8	0.0	2.3	0.7	0.0

36	CCN(CC(=O)Nc1ccc(N2CCOCC2)cc1)C(=O)COc1ccccc1OC
37	Nc1nc(-c2cccnc2)nn1C(=O)c1ccc(Cl)cc1
38	CN(CCCC(=O)Nc1ccc(Br)cc1F)S(=O)(=O)c1ccccc1
39	CC1=CC(=O)N(c2cccc(C(F)(F)F)c2)C1c1ccc(Cl)cc1 (centres undefined)
40	Cc1cccc(NC2=C(Cl)C(=O)OC2OC(C)C)c1 (centres undefined)
assay / entry	36	37	38	39	40
TRHR enhancer	7	9	-3	4	3
TRHR ag	0.3	-1.3	0.4	-0.7	-0.2
D2 potentiator	x	0	-6	27	-6
D2 antagonist	x	1	-3	-16	-3
D1 agonist	1	-3	4	-1	1
D1 PAM	0	-1	-3	-3	-5
RXFP1 antagonist	0	2	-2	-18	-10
D1 antag	7	5	-26	6	3
D2 ag	x	0.0	-2.2	0.7	0.0

41	COc1ccc(NS(=O)(=O)c2ccc(N3CCOCC3)c(NC(=O)c3ccc(F)cc3)c2)cc1
42	CCCn1c(=NC(C)=O)c(C(=O)OCC)cc2c(=O)n3ccccc3nc21
43	CCOC(=O)c1ccc(NC(=O)C2C3CCC(C3)C2C(=O)O)cc1 (centres undefined)
44	O=C(CCc1ccc(O)cc1)NNC(=S)NCCc1ccccc1
45	O=C(CSc1nnc(-c2cccc(S(=O)(=O)N3CCCCC3)c2)o1)NCCC1=CCCCC1
assay / entry	41	42	43	44	45
TRHR enhancer	-4	-2	8	4	2
TRHR ag	-0.2	-0.2	-0.6	0.3	-0.6
D2 potentiator	7	23	x	1	-3
D2 antagonist	-2	-32	8	-6	-7
D1 agonist	-1	1	2	0	4
D1 PAM	-7	-5	-4	2	7
RXFP1 antagonist	-11	3	-7	u	-15
D1 antag	-7	1	-10	-2	16
D2 ag	0.5	0.0	-0.5	0.2	-0.4

One compound at a time, as listed above:
CCCn1c(=NC(C)=O)c(C(=O)OCC)cc2c(=O)n3ccccc3nc21 as listed: TRHR enhancer: -2; TRHR ag: -0.2; D2 potentiator: 23; D2 antagonist: -32; D1 agonist: 1; D1 PAM: -5; RXFP1 antagonist: 3; D1 antag: 1; D2 ag: 0.0
O=C(CSc1nnc(-c2cccc(S(=O)(=O)N3CCCCC3)c2)o1)NCCC1=CCCCC1 as listed: TRHR enhancer: 2; TRHR ag: -0.6; D2 potentiator: -3; D2 antagonist: -7; D1 agonist: 4; D1 PAM: 7; RXFP1 antagonist: -15; D1 antag: 16; D2 ag: -0.4

Going on with the list.
46	Cc1ccc(/C=C/C(=O)Nc2ccc(Oc3ccccc3)cc2)o1
47	CCc1cccc(NC(=O)Cn2c(-c3ccccc3)cc(C(C)=O)c2C)c1
48	CCC(=NCc1ccccc1)C1=C(O)C(C(=O)OC)C(C)(C)CC1=O (centres undefined)
49	CCCCn1c(CNC(=O)CCC)nc2ccccc21
50	COc1ccccc1CNC(=O)[C@H](C)NC(=O)C1CCN(C(=O)[C@@H](N)CC(C)C)CC1
51	CC(C)c1ccc(/C=N/NC(=O)C2CCCC2)cc1
52	O=C(CN(Cc1ccccc1)C(=O)CCC(=O)Nc1nccs1)NCc1ccc(F)cc1
53	Cc1ccc(-n2c(N)c(C(N)=O)sc2=S)c(C)c1
assay / entry	46	47	48	49	50	51	52	53
TRHR enhancer	-5	-2	0	3	-4	-6	0	0
TRHR ag	0.3	-0.5	-0.2	-0.5	0.1	-0.2	0.1	0.0
D2 potentiator	6	-2	16	-2	4	-2	x	8
D2 antagonist	10	x	0	34*	-2	-10	5	-4
D1 agonist	7	2	1	-1	0	3	0	5
D1 PAM	-5	-7	0	1	2	-1	-6	-2
RXFP1 antagonist	u	-15	-1	5	14	-7	-4	-3
D1 antag	-32*	-33*	1	-34*	4	-3	-5	-12
D2 ag	-0.1	x	-1.5	-1.5	0.2	-0.9	-3.0	0.5
